TrxR1 inh: rat TrxR1 inhibition. recombinant rTrxR1, NADPH fluorescence consumption, selenite substrate. Potency, µM (highest dose often 114 µM), for the others: at the top dose activity change, negative = inhibition, hits mostly inhibitors. 390,000 compounds, 1% hits; further: on the % scale 0 is the no-effect control and ±100 the full control effect; nearly all actives have a fitted effect of over 65% in size
Target sequence (O89049 whole entry, looked up): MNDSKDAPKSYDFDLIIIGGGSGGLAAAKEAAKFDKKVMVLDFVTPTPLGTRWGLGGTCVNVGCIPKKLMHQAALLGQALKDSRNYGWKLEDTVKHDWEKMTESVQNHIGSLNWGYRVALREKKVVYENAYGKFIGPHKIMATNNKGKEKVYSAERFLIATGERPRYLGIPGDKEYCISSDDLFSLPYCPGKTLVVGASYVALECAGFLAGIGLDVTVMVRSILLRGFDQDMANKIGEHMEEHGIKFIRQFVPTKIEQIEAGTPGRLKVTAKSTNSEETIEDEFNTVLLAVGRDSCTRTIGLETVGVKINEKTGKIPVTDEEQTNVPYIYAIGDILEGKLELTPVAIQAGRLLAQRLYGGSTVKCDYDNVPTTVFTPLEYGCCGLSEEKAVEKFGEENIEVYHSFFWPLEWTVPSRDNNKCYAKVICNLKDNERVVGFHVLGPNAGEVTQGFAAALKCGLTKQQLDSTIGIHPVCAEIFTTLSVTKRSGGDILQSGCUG
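Rat TrxR1 (90 nM in the dispensed reagent) was pre-reduced with 400 uM NADPH for 5 min at room temperature, then incubated with compound for 15 min. After 400 uM selenite was added, NADPH fluorescence (Ex 340/Em 450 nm) was followed for 8 min.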
RGS4 inhibitor: inhibitors of human regulator of G protein signaling 4; Transcreener GDP fluorescence polarization, RGS4-accelerated GTP hydrolysis; Potency, µM (highest dose often 114 µM), without a hit: at the top dose activity change, negative = inhibition, most hits filed as inhibitors; 390,000 compounds, 0.039% hits; AID 504845; further: on the % scale 0 is the no-effect control and ±100 the full control effect; nearly all actives have a fitted effect of over 75% in size; some results filed as inactive show a strong effect at the top dose
Target sequence (P49798 whole entry, looked up): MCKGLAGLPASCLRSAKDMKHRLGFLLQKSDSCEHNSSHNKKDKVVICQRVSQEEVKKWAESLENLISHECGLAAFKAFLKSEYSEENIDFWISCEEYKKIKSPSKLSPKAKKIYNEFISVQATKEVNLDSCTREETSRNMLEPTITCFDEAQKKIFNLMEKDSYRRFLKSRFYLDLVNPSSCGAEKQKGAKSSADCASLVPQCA
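MLSMR compounds (23 nl, pin-transferred) preincubated 10 min at room temperature with a 500nM (2x) first reagent, then RGS4 at 900nM (2x) plus Transcreener GDP mix added; fluorescence polarization (620/688 nm) read before and after 90 min at 30 °C.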
ERG Ets-DNA blk: blocks human ERG Ets domain binding to DNA | 370,000 compounds, 0.028% hits | P11308 | fluorescence polarization, His-ERG Ets domain / labelled DNA | Potency, µM (titrated, usually from 76.9 µM), without a hit: top-dose FP activity, negative = inhibition, actives largely listed as inhibitors; active means well fitted inhibition curve with a large enough effect in the polarisation, with a control signal flat; inconclusive means small, poorly fitted or top-dose-only effect, or effect the other way, or a change in a side signal; inactive means no such curve, though single readings can be large or run the other way; the % refers to the polarisation;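 further: polarization taken with two DNA probes labelled with fluorescein and Texas red; % of control where 0% means no effect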
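His-tagged ERG Ets domain (1 uM in the protein solution; 300mM KCl, 50mM Tris-HCl, 1mM EDTA, 1mM DTT, pH 7.5) received compound, then a probe mix of 5 nM fluorescein-DNA and 100nM Texas-615-DNA. Fluorescence polarization was read for both dyes.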
Pin1 inh: human Pin1 inhibition | 390,000 compounds, 0.009% hits | Q13526 | Pin1 FP peptide displacement, HiFluor488, 10 min | Potency, µM (top dose mostly 115 µM), for the others: top-dose activity, negative = inhibition, most hits filed as inhibitors | AID 504891; active means well fitted inhibition curve with a large enough effect in the polarisation, with a control signal flat, not every such curve was filed as active; inconclusive means small, poorly fitted or top-dose-only effect, or effect the other way, or a change in a side signal; inactive means no such curve, though single readings can be large or run the other way; the % refers to the polarisation; further: on the % scale 0 is the no-effect control and ±100 the full control effect
Target sequence (Q13526 whole entry, looked up): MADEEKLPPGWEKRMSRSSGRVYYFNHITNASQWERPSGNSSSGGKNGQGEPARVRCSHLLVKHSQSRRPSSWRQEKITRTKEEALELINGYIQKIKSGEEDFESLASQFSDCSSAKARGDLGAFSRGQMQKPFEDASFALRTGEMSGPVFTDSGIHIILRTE
HP1b binding inh: HP1-beta chromodomain-methylated histone interaction inhibition. Potency, µM (doses to about 114 µM), inactives show at the top dose activity change, negative = inhibition, most hits filed as inhibitors. AlphaScreen HP1-beta / biotin-H3K9me3 peptide binding. 390,000 compounds, 0.56% hits. P83916; further: nearly all actives have a fitted effect of over 70% in size; inactives centre near 23
Target sequence (P83916 whole entry, looked up): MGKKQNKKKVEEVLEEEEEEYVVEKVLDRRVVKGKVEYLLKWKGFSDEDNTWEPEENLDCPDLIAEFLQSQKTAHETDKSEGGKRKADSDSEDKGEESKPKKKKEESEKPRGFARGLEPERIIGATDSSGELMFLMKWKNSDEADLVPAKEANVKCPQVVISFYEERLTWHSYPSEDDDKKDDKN
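HP1-beta protein (50 nM final) preincubated 30 min at room temperature with biotinylated H3(1-18)K9me3 peptide (50 nM) in PBS pH 7.4, 0.01% Tween-20, then compound added for 30 min. AlphaScreen streptavidin donor/nickel chelate acceptor beads (10 ug/mL final), 30 min dark, luminescence read.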
ALOX12 inh: blocks human arachidonate 12S-lipoxygenase | purified 12hLO, xylenol orange hydroperoxide absorbance | 580,000 compounds, 1.1% hits | P18054 | Potency, µM (highest dose often 108 µM), for the others: at the highest dose activity change, negative = inhibition, hits mostly inhibitors | AID 1671190; further: on the % scale 0 is the no-effect control and ±100 the full control effect
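Hydroperoxide product was detected by ferrous iron/xylenol orange as the 573 to 405 nm absorbance ratio. Arachidonic acid at 40 uM (final) was turned over for 30 min at room temperature by 150 nM human 12hLO, pH 7.0 Hepes buffer, after 15 min compound preincubation.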
GLS inh: inhibitors of human glutaminase (GLS). 410,000 compounds, 0.21% hits. O94925. GLS enzymatic activity, qHTS titration. AID 624170. Potency, µM (highest dose often 45.5 µM), for inactives: at the highest dose activity change, negative = inhibition, most hits filed as inhibitors; further: on the % scale 0 is the no-effect control and ±100 the full control effect
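Coupled fluorescence readout: glutamate oxidase/HRP/Amplex Red detect glutamate formed by hKGA from L-glutamine (1 mM solution added). Buffer 45 mM KH2PO4 pH 8.2, 0.02% Tween-20; reads at t0 and 30 min RT.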
JMJD2A Tudor: blocks the human JMJD2A Tudor domain; O75164; AID 504339; AlphaScreen JMJD2A-Tudor / H3K4me3 peptide binding; 390,000 compounds, 4.4% hits; Potency, µM (top dose mostly 114 µM), for inactives: at the top dose activity change, negative = inhibition, most hits filed as inhibitors; further: on the % scale 0 is the no-effect control and ±100 the full control effect; nearly all actives have a fitted effect of over 50% in size
Tb PGK inh: blocks T. brucei phosphoglycerate kinase; P07378; PGK/GAPDH coupled, Kinase-Glo luminescence, 60 min; Potency, µM (top dose mostly 57.5 µM), without a hit: at the top dose activity change, negative = inhibition, hits mostly inhibitors; 380,000 compounds, 0.043% hits; AID 602233; further: on the % scale 0 is the no-effect control and ±100 the full control effect; nearly all actives have a fitted effect of over 60% in size
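Recombinant glycosomal PGK reaction used 1,3-bisphosphoglycerate generated in-well by GAPDH (100nM final) in 100mM TEA pH 7.6, 5mM MgCl2, 0.01% Tween-20. After 60 minutes at room temperature, ATP was read by Kinase-Glo Plus luminescence end-point.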
Starred values were filed as active, the others as inactive; i = inactive; ? = inconclusive; / = not tested or not shown; & = joins results of further samples; [ ] = remark or other dose. Unless noted, the call rests on the fitted dose curve; in most records, active means well fitted curve in the direction sought with a large enough effect; inconclusive means small, poorly fitted or top-dose-only effect, or another doubt; inactive means no such curve, though single readings can be large; an effect the other way counts as inactive or inconclusive. Potency means the concentration at half of the fitted maximal effect. The list is partial, so the mix of outcomes need not match the whole.

SMILES	TrxR1 inh	RGS4 inhibitor	ERG Ets-DNA blk	Pin1 inh	HP1b binding inh	ALOX12 inh	GLS inh	JMJD2A Tudor	Tb PGK inh
CCCCOc1ccc(CN2CCN(CCO)CC2)cc1	0%	-2%	-7%	2%	9%	-9%	0%	-18%	i
N#CC(C#N)=Cc1ccc(-c2ccccc2F)o1	?	-16%	4%	?	36%	0%	0%	-5%	5%
CN(C)C(=O)Oc1noc2cc(Cl)ccc12	33%	-1%	0%	-7%	36%	336%[activator]	-3%	0%	i
O=C(O)C(Cc1cnc[nH]1)NS(=O)(=O)c1ccc(Cl)cc1 (stereo not given)	3%	3%	-10%	-1%	37%	-19%	-12%	-3%	-14%
CCOc1ccc(NC(=O)CSc2oc(-c3ccccc3)nc2S(=O)(=O)c2ccc(Cl)cc2)cc1	6%	?	0%	122%	47%[activator]	?	-7%	-8%	-6%
COc1cc(OC)c([C@H]2C=C(C)[C@H]3C[C@@H]2C3(C)C)c(OC)c1	36%[57.1 µM]	8%	1%	0%	51%[activator]	?	-12%	30%	1%
COc1cc2c(cc1OC)C13CCN4C=C5CCOC6CC(=O)N2C1C6C5CC43 (stereo not given)	8%[11.4 µM]	3%	2%	-3%	16%	7%	-9%	-1%	-5%
CC(c1ccccc1)n1cncc1C(=O)N1CCCC1=O (stereo not given)	12%	-1%	4%	-1%	16%	0%	9%	?	-2%
COc1cc2c(cc1O)C(Cc1ccc(O)cc1)NCC2 (stereo not given)	-50%	-34%	-1%	2%	36%	25%	34%[activator]	-13%	-6%
CCOc1ccc(N2C(=O)CC(=O)NC2=O)cc1	-5%[57.1 µM]	-52%	15%	19%	38%	?	-1%	-3%	-6%
COC(=O)C1=Nc2ccccc2/C1=C\c1c(O)n(-c2ccc(OC)cc2)c(=O)[nH]c1=O	?	?	8%	48%[activator]	10%	?	-4%	?	-3%
CCCCn1c(O)c(C(CC)=NCc2cc(OC)cc(OC)c2)c(=O)[nH]c1=O	11%	-13%	2%	1%	32%	-3%	-8%	-6%	i
CSc1nc(NC(C)C)nc(NC(C)C)n1	0%[57.1 µM]	19%	-4%	-3%	9%	12%	-10%	0%	0%
COc1ccc(C)cc1NC(=O)c1cccn(Cc2ccccc2Cl)c1=O	26%[57.1 µM]	4%	-4%	0%	17%[57 µM]	-1%	5%	-2%	-1%
Cc1ccc(OP2(=O)Nc3cc(C)c(C)cc3S2)cc1 (stereo not given)	51%[57.1 µM]	?	8%	?	-7%[57 µM]	20µM*	26%	1.3µM*	-10%
COC(=O)[C@@H]1[C@@H](C(=O)OC)C2(c3ccccc3-c3ccccc32)N(c2ccc(Cl)cc2)N1C#N	11µM*	-41%	-3%	?	2%	-5%	10%	-22%	3%
Cc1cccc(-c2noc(-c3ccc4c(c3)OCO4)n2)c1	12%[57.1 µM]	-6%	1%	0%	81%[activator]	-3%	-13%	8%	-10%
c1ccc2c(N3CCNCC3)nsc2c1	8%[57.1 µM]	-23%	6%	-2%	37%	3%	-2%	5%	-6%
O=C(c1cn(Cc2ccccc2)c2ccccc12)N1CCCCC1	15%	11%	5%	1%	29%	1%	5%	-11%	-3%
N#Cc1ccccc1Cn1cc(C(=O)c2ccccc2F)c2ccccc21	-26%	16%	-11%	10%	39%	15%	4%	-3%	0%
CCN[C@@H](C)Cc1cccc(C(F)(F)F)c1	1%	-2%	-12%	-9%	50%[activator]	3%	-3%	1%	-4%
CCCCn1c(NC(=O)c2ccc(Br)o2)c(C(=O)OCC)c2nc3ccccc3nc21	-12%	-41%	5%	30%	24%[57 µM]	-10%	37%[activator]	0%	-2%
Cc1ccc(Cl)cc1Nc1nn2c(=O)c3ccc(C(=O)NCc4cccs4)cc3nc2s1	12%[57.1 µM]	-43%	4%	?	19%	?	-17%	?	5%
O=C(COc1ccccc1)N1CCN(C2CC3CCC2C3)CC1 (stereo not given)	-9%	16%	1%	2%	33%	0%	-1%	3%	5%
CC1CCN(c2ccccc2NC(=O)c2cc3ccccc3o2)CC1	16%	17%	12%	-8%	86%[activator]	11%	6%	29%	-7%
O=C(CCC(=O)N1C[C@H]2C[C@@H](C1)c1cccc(=O)n1C2)NCc1ccc(F)cc1	17%	-8%	-5%	1%	37%	-8%	-13%	0%	-4%
CN(C)C(=O)Oc1ccc(OC(=O)N(C)C)cc1	6%	-18%	-3%	-1%	40%[activator]	322%[activator]	0%	3%	0%
COc1ccccc1CN1CCCCC1c1cccnc1 (stereo not given)	10%	-16%	-4%	0%	8%	?	9%	?	-6%
Cc1nn(C(C)(C)C)c(C)c1/C=N/OC(=O)Nc1ccc(Cl)cc1	11%	12%	3%	?	21%	76%[activator]	5%	9%	-3%
COCCn1c(O)c(/C=N/NC(=O)CSC(=S)N2CCCC2)c(=O)[nH]c1=S	-23%	-19%	6%	38%[activator]	37%	?	18%	89µM*	-7%

Entries listed so far containing an aryl thioether with sulfur outside any ring:
SMILES	TrxR1 inh	RGS4 inhibitor	ERG Ets-DNA blk	Pin1 inh	HP1b binding inh	ALOX12 inh	GLS inh	JMJD2A Tudor	Tb PGK inh
CCOc1ccc(NC(=O)CSc2oc(-c3ccccc3)nc2S(=O)(=O)c2ccc(Cl)cc2)cc1	6%	?	0%	122%	47%[activator]	?	-7%	-8%	-6%
CSc1nc(NC(C)C)nc(NC(C)C)n1	0%[57.1 µM]	19%	-4%	-3%	9%	12%	-10%	0%	0%

Next section
SMILES	TrxR1 inh	RGS4 inhibitor	ERG Ets-DNA blk	Pin1 inh	HP1b binding inh	ALOX12 inh	GLS inh	JMJD2A Tudor	Tb PGK inh
CN1C(=O)NC(=O)/C(=C/c2ccc([N+](=O)[O-])o2)C1=O	?	?	72%[activator]	?	50µM*	-17%	119%[activator]	22µM*	14µM*
CC(C)CC(NC(=O)C1CCCCC1)C(=O)N1CCC2(CC1)OCCO2 (stereo not given)	16%	5%	-4%	-9%	11%	-12%	-4%	-16%	-1%
CCN1C(=O)CC(c2cccnc2)=Nc2ccccc21	2%	11%	-6%	-12%	33%	11%	-1%	2%	-9%
O=c1cccc2n1CC1CC2CN(c2ncnc3c2cnn3-c2ccccc2)C1 (stereo not given)	0%	21%	-15%	-1%	19%	29%	5%	-2%	-2%
O=C(Cc1ccc(S(=O)(=O)N2CCCC2)s1)N1CCN(c2ccc(F)cc2)CC1	11%[57.1 µM]	-12%	7%	0%	?	-12%	7%	?	-14%
CN(C)CCN=Cc1c(O)n(C2CCCCCC2)c(=O)[nH]c1=O	-31%	9%	-2%	5%	49%[activator]	-8%	8%	1%	1%
COc1ccccc1CNC(=O)CCC1N=C2c3ccccc3N=C(SCc3cccc(Cl)c3)N2C1=O (stereo not given)	73%[activator]	-14%	-3%	-5%	29%	-10%	-3%	-3%	10%
Cn1c(O)c(/C=N/NC(=O)c2ccncc2)c(=O)n(C)c1=S	?	15%	31%[activator]	?	40%[activator]	250%[activator]	4%	?	4%
Cc1c(N)cccc1N	8%	-16%	3%	?	38%[activator]	-8%	-2%	-20%	-1%
O=C(NCCN1CCOCC1)c1ccc(Cl)nc1Cl	35%	-7%	2%	-7%	20%	-11%	-11%	-7%	i
COc1ccccc1CNCc1cc(OC)c(OC)cc1OC	-1%	-13%	3%	-10%	?	?	-17%	2.5µM*	-7%
O=C1Nc2ccc(Br)cc2C(c2ccc(Cl)cc2)=NC1O (stereo not given)	11%	1%	0%	1%	26%	49%[activator]	-8%	-14%	i
O[C@@H]1CCCC[C@H]1N1CCC(c2ccccc2)CC1	5%	-2%	-4%	-8%	114%[activator]	-3%	4%	1%	-9%
CCOP(=O)(OCC)C(O)c1cccc([N+](=O)[O-])c1 (stereo not given)	-77%[57.1 µM]	-40%	-7%	1%	36%	1%	-1%	-6%	-2%
CCN1CCN(Cc2cccc(Oc3ccccc3)c2)CC1	27%	32%	/	-6%	?	-61%	20%	3.2µM*	/
CCOc1ccc(CNC(=O)CSc2c3c(nc4cc(Cl)ccc24)CCCC3)cc1	4%	-9%	0%	20%	65%[activator]	-6%	-7%	-3%	-8%
CC(=O)OC1C2CCCC1C(N1CCCC1)CC2 (stereo not given)	5%&21%[57.1 µM]	-20%&9%	-1%&-10%	-8%&-8%	23%&25%	-10%&-9%	1%&0%	-11%&-3%	-10%&-5%
COc1ccc(CNC(=O)CCC(=O)N2C[C@H]3C[C@H](C2)c2cccc(=O)n2C3)cc1OC	-8%	-9%	10%	-1%	38%	2%	-5%	-2%	0%
C[C@H]1C(=O)O[C@@H]2CCN3CC=C(COC(=O)[C@](C)(O)[C@]1(C)O)[C@H]23	-1%	-29%	8%	1%	22%	20%	0%&1%	-6%	-9%
Cc1ccc(Cl)cc1N1CCN(C(=O)C2CCN(Cc3nc(-c4ccc(Cl)cc4)oc3C)CC2)CC1	-5%	24%	-9%	5%	-16%	?	3%	?	5%
C[C@]12CCC3C(CC[C@H]4C[C@@H](O)CC[C@]34C)C1CC[C@@H]2O (stereo not given in full)	15%	27%	2%	6%	7%	0%	10%	-7%	0%
O=C(NCCCN1CC1)Nc1cccc2ccccc12	12%[11.4 µM]	-11%	-12%	-3%	7%	-9%	11%	-34%	i

Screening data: PubChem, National Center for Advancing Translational Sciences (NCATS)
